# Screens (PubChem)
# PglD DTNB: inhibitors of Campylobacter jejuni PglD acetyltransferase; purified PglD enzyme, DTNB colorimetric CoA detection; inhibition, % at 12.5 µM; 0.098% of 360,000 active; in the data active means inhibition above about 16%, passing the limit was not always enough; inconclusive means no clear call, values can overlap the other calls; further: strong numbers were not always called active
# C2C12 statin: suppression of simvastatin myotoxicity; AID 602340; C2C12 myotubes + simvastatin, ATP luminescence, 48 h; scaled: DMSO 0, geranylgeraniol control 100; rescue of ATP level, % at 7.49 µM; 0.78% of 330,000 active;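 active means mean ATP rescue above about 67%, or every replicate alone reaching that limit, limit read from the data, passing the limit was not always enough; inconclusive means no clear call, values can overlap the other calls; inactive means mean under the limit and some replicate under it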;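 further: myotubes were challenged with 10 µM simvastatin during compound exposure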
# * marks the source's active call; other numbers are inactive results; u = inconclusive. An excerpt; count on the stated rates, not on these rows.
SMILES,PglD DTNB,C2C12 statin
COCCNC(=O)COc1ccc(C)cc1C,-4,0
Cc1ccc(-c2ccc(/C=N/n3cnnc3)o2)cc1Cl,-1,14
O=[N+]([O-])c1ccc(/C=N\N2CCN(c3ccc(Cl)cc3)CC2)cc1,-5,7
Cc1ccc(S(=O)(=O)N2CCCCC2C(=O)NCc2ccco2)cc1 (stereo unspecified),1,-20
COc1ccc(C2Nc3ccccc3C(=O)N2Cc2ccco2)cc1COc1ccc(F)cc1 (stereo unspecified),-9,24
C=CCNc1ncnc2c1[nH]c1ccc(Cl)cc12,1,-5
CCOC(=O)N1CCN(C(=O)c2ccc3c(SCC(=O)O)c4c(nc3c2)CCCC4)CC1,1,-1
CCc1nnc(SCc2ccc(OC(C)C)cc2)n1N,-4,-2
Cc1ccc(NC(=O)c2ccc(S(=O)(=O)N3CCC(C)CC3)cc2)cc1,0,-2
O=C(CSc1ccccc1)N1CCc2ccccc21,5,4

# Pulled by compound from the list above (2):
SMILES,PglD DTNB,C2C12 statin
O=C(CSc1ccccc1)N1CCc2ccccc21,5,4
COCCNC(=O)COc1ccc(C)cc1C,-4,0

# Other entries follow:
SMILES,PglD DTNB,C2C12 statin
COc1ccc(C2=NOC(C(=O)NCc3ccc(F)cc3)C2)cc1 (stereo unspecified),-2,-134
COc1cc(OC)cc(C(=O)Nc2ccc3c(c2)COC3=O)c1,-4,10
COc1cc2ncnc(NCc3ccccc3C)c2cc1OC,-1,-32
Cc1ccc2nc3ccc(N4CCCCCCC4)nn3c(=O)c2c1,-1,-8
Nc1nnc(SCC(=O)Nc2cc(C(F)(F)F)ccc2N2CCOCC2)s1,-5,39
Cn1c(CSc2ncn[nH]2)nc2ccccc21,2,98*
CC(C)(C(=O)c1ccccc1)/[N+]([O-])=C/c1ccc(F)cc1,7,16
COc1ccc(C2/C=C\CC(NC(=O)OCC3c4ccccc4-c4ccccc43)CC(=O)N2Cc2ccccc2F)cc1 (stereo unspecified),-1,6
O=C(Nc1ccc2c(c1)ncn2-c1ccccc1)c1ccco1,4,-37
O=C(CN(Cc1cccs1)C(=O)CSc1nnc(COc2ccccc2)o1)NC1CCCC1,5,2
COc1ccc(NC(=O)N(CCN2CCCC2)Cc2cc3cc(OC)c(OC)cc3[nH]c2=O)cc1,-7,-3
NNC(=O)c1cccc(COc2cccc(Br)c2)c1,2,3
CCN(CC)c1ccc(C(=O)n2cnc3ccccc32)cc1,-1,-9
COc1ccc(C2C3=C(CC(C)(C)CC3=O)Oc3ncn(CC(C)C)c(=N)c32)cc1 (stereo unspecified),4,0
CCOC(=O)c1cc2c(ccn2C)n1Cc1cc(C)ccc1C,0,16
Cn1c(CSCc2ccc(F)cc2)nnc1SCC(=O)Nc1nccs1,0,-2
CCC(C)(C)n1nnnc1CN(Cc1cc2cc(OC)c(OC)cc2[nH]c1=O)C1CCCC1,-2,-8
CCN(CCCNC(=O)C1CCN(S(=O)(=O)c2c(C)[nH]c(=O)[nH]c2=O)CC1)c1cccc(C)c1,-3,13
COC(=O)c1c(-c2cccc3ccccc23)csc1NC(=O)Cc1ccc(OC)c(OC)c1,-6,33
COc1ccc(-c2nc(C#N)c(NCCCn3ccnc3)o2)cc1OC,-10,-29
COc1cc(C(=O)Nc2nc3ccc(S(=O)(=O)N4CCOCC4)cc3s2)cc(OC)c1OC,1,-6
Cc1ccc2c(c1)C(=O)N1[C@H]3c4ccccc4OC[C@@H]3[C@H](c3ccccc3)[C@]1(C)C(=O)N2,-1,2
O=C(c1cc2n(n1)C(C(F)(F)F)CC(c1ccco1)N2)N1CCN(c2ccccn2)CC1 (stereo unspecified),-8,2
Cc1ccc2c(c1)cc(CN(Cc1ccc3c(c1)OCO3)C(=O)c1cnccn1)c1nnnn12,0,0
CC1=C(C)[N+](=O)C2CCCCC2N1[O-] (stereo unspecified),-4,-7
O=C(CCc1ccc(CCC(=O)c2cccs2)s1)c1cccs1,-7,33
COCCNC(=O)C1CC(=O)N(CCc2ccccc2)C1 (stereo unspecified),3,9
COc1ccc(C(C(=O)NC2CCCCC2)N(C(=O)c2cccs2)c2ccc3c(c2)OCO3)cc1 (stereo unspecified),-3,-2
CCn1nc(C)c(C(=O)Nc2cc(Oc3ccc(Cl)cc3)cc([N+](=O)[O-])c2)c1C,-6,-13
Cc1cccc(C)c1-n1c(SCC(=O)NCc2ccco2)nc2ccccc2c1=O,-1,14
O=C(CSc1nc2c(c(=O)n1-c1ccc(Cl)cc1)SCC2)NCc1ccco1,-2,7
CCn1c(-c2ccccc2)ccc(C#N)c1=O,1,-14
CCOC(=O)c1ccc(CNC(=O)Cn2nnc(-c3ccc(C)cc3)n2)o1,-3,7
O=C(O)c1ccc(CNCc2cccc(Cl)c2Cl)cc1,8,5
COc1cc(-c2nc3ccccc3s2)ccc1O,3,-26
COc1cccc(NC(=O)C2C3CC4OC(=O)C2C4C3)c1 (stereo unspecified),-2,9
CCOc1ccccc1C1CC(=O)Nc2cc3c(cc21)OCO3 (stereo unspecified),5,-9
COc1ccc(-c2nc(CS(=O)(=O)CC(=O)NCCc3cc(OC)ccc3OC)c(C)o2)cc1,1,2
CCN(CCO)c1ncnc2c1sc1nc(C(C)C)c3c(c12)CC(C)(C)OC3,3,21
COc1ccccc1N1CCN(CC(=O)c2ccc3ccn(C(C)=O)c3c2)CC1,-1,3
CCC(C)(C)n1nnnc1C(c1ccccc1)N1CCN(C2CCCC2)CC1 (stereo unspecified),-1,-24
COc1ccc(-n2c(=O)c3ccccc3n(CC(=O)NC3CCCCC3)c2=O)cc1,2,4
CCOC(=O)COc1cc(=O)n(CC)c2ccccc12,3,4
CCOc1ncccc1C(=O)OCC(=O)NCCc1ccc(OC)cc1,0,4
CCOC(=O)c1c(C)nc(-c2ccccc2)nc1N,-8,-1
Cc1nn(Cc2ccccc2)c(Cl)c1C(=O)OCc1nnc(-c2ccccc2)o1,1,2
COc1cccc(-n2c(SCC(=O)NC3CCCC3)nnc2-c2ccco2)c1,-2,45
COc1ccc(C(=O)OCC(=O)NCc2ccco2)cc1OC,1,-15
Cc1ccc(NC(=O)CCC(=O)NNC(=O)Cc2ccccc2)cc1C,1,8
Cc1ccc(C(=O)CSc2nnc(-c3ccco3)n2CC2CCCO2)cc1 (stereo unspecified),1,31
# Next section.
SMILES,PglD DTNB,C2C12 statin
COc1ccc(C(=O)c2c[nH]c(C(=O)NCC3CCCO3)c2)cc1 (stereo unspecified),2,21
O=C(COC(=O)c1cc[n+]([O-])cc1)Nc1ccc(Cl)cc1C(F)(F)F,-3,1
O=C(Nc1ccccc1F)N(CCCN1CCOCC1)Cc1cc2cc3c(cc2[nH]c1=O)OCCO3,4,24
CCOC(=O)C1=C(C)OC(N)=C(C#N)C1c1ccoc1 (stereo unspecified),-4,-5
CCC(=O)N1CCc2cc(S(=O)(=O)NC(Cc3ccccc3)C(=O)Nc3nccs3)ccc21 (stereo unspecified),-8,14
CCOC(=O)CSc1nccc(N(C)C)c1C#N,6,14
NC(=O)C[C@@H]1N[C@]2(C(=O)Nc3ccccc32)[C@@H]2C(=O)N(c3cc(C(F)(F)F)ccc3Cl)C(=O)[C@H]12,0,2
COc1ccccc1NC(=O)CN(c1ccc(C23CC4CC(CC(C4)C2)C3)cc1)S(C)(=O)=O,0,22
OC(C#CCN1CCOCC1)(c1ccccc1)C1CC1 (stereo unspecified),1,6
CC[C@]12c3[nH]c4cc(-c5ccco5)ccc4c3CCN1C(=O)[C@@H](CC(=O)NC/C=C(\C)CCC=C(C)C)C[C@@H]2C(=O)N1CCN(C(=O)c2ccco2)CC1,0,38

# A second format for 16 compounds above:
Compound	PglD DTNB	C2C12 statin
CCOc1ncccc1C(=O)OCC(=O)NCCc1ccc(OC)cc1	0	4
CCOC(=O)c1c(C)nc(-c2ccccc2)nc1N	-8	-1
Cc1nn(Cc2ccccc2)c(Cl)c1C(=O)OCc1nnc(-c2ccccc2)o1	1	2
COc1cccc(-n2c(SCC(=O)NC3CCCC3)nnc2-c2ccco2)c1	-2	45
COc1ccc(C(=O)OCC(=O)NCc2ccco2)cc1OC	1	-15
Cc1ccc(NC(=O)CCC(=O)NNC(=O)Cc2ccccc2)cc1C	1	8
Cc1ccc(C(=O)CSc2nnc(-c3ccco3)n2CC2CCCO2)cc1 (stereo unspecified)	1	31
COc1ccc(C(=O)c2c[nH]c(C(=O)NCC3CCCO3)c2)cc1 (stereo unspecified)	2	21
O=C(COC(=O)c1cc[n+]([O-])cc1)Nc1ccc(Cl)cc1C(F)(F)F	-3	1
O=C(Nc1ccccc1F)N(CCCN1CCOCC1)Cc1cc2cc3c(cc2[nH]c1=O)OCCO3	4	24
CCOC(=O)C1=C(C)OC(N)=C(C#N)C1c1ccoc1 (stereo unspecified)	-4	-5
CCC(=O)N1CCc2cc(S(=O)(=O)NC(Cc3ccccc3)C(=O)Nc3nccs3)ccc21 (stereo unspecified)	-8	14
CCOC(=O)CSc1nccc(N(C)C)c1C#N	6	14
NC(=O)C[C@@H]1N[C@]2(C(=O)Nc3ccccc32)[C@@H]2C(=O)N(c3cc(C(F)(F)F)ccc3Cl)C(=O)[C@H]12	0	2
COc1ccccc1NC(=O)CN(c1ccc(C23CC4CC(CC(C4)C2)C3)cc1)S(C)(=O)=O	0	22
OC(C#CCN1CCOCC1)(c1ccccc1)C1CC1 (stereo unspecified)	1	6

# Continuation:
SMILES,PglD DTNB,C2C12 statin
O=C1c2ccccc2S(=O)(=O)N1CC(O)COc1ccc(Cl)cc1 (stereo unspecified),4,-3
CCOC(=O)C1CCCN(c2nc3ccccc3nc2C(C#N)C(=O)OCC)C1 (stereo unspecified),-9,-8
CCn1c2ccccc2c2cc(NC(=O)CSc3nnnn3-c3ccccc3)ccc21,0,-30
O=C(CNC1C(=O)Nc2ccccc21)Sc1ccccc1 (stereo unspecified),-2,2
O=C(c1cc(-c2ccc(Cl)c(Cl)c2)on1)N1CCCCC1,-4,4
CC(C)(C)C(=O)N1CCN(c2ccc([N+](=O)[O-])cc2Cl)CC1,0,18
CCOC(=O)COc1cc(Br)c(C2NC(=O)NC(C)=C2C(C)=O)cc1OCC (stereo unspecified),0,7
Clc1ccccc1Oc1cnc2ccccc2n1,-1,10
CCOc1cc(N2CCOCC2)c(OCC)cc1NC(=O)CN1C(=O)NC2(CCc3ccccc32)C1=O (stereo unspecified),0,89*
Nc1nnc(CC(=O)N/N=C/c2cccc([N+](=O)[O-])c2)s1,-20,-1
CCCCOc1ccccc1C1C(C(N)=O)=C(C)Nc2nnnn21 (stereo unspecified),-3,1
Cc1nc2ccccc2c2nc3ccccc3n12,2,7
COCCOC(=O)C1=C(C)N(Cc2ccccc2)C(=O)NC1c1cccc(OC)c1OC (stereo unspecified),-5,-4
COc1ccc(S(=O)(=O)N2CCCCC2)cc1NC(=O)c1[nH]c(C)c(C(C)=O)c1C,-2,26
COc1ccc2nc(NC(=O)CN(C)S(=O)(=O)c3cccs3)sc2c1,-1,15
CCOC(=O)C1=C(NC(=S)NC(=O)c2ccccc2)c2ccccc2CC1C(C)C (stereo unspecified),4,19
CCOc1ccccc1-n1c(SCC(=O)NC(C)(C)C)nnc1-c1ccoc1C,-6,1
COc1ccc(/C(C)=N/NC(=O)c2nc(C)cc(C)n2)cc1,-3,-7
COC(=O)C1=C(C)N(C)C(C)=C(C(=O)OC)C1c1cccc(Br)c1,4,89*
Cc1nnc(C)n1/N=C/c1cc(Br)ccc1O,-8,0
Cc1cc(Cl)ccc1OCCCC(=O)NCC1CCCO1 (stereo unspecified),-3,-6
COc1ccc(C(=O)Nc2ccc(Cl)cc2C(=O)NCc2ccco2)cc1,2,5
O=C(Cc1ccc(F)cc1)N(c1ccccc1)C1C=CS(=O)(=O)C1 (stereo unspecified),4,8
CCOc1ccc2[nH]c(=O)c(=O)[nH]c2c1,-2,-2
Cc1ccc2nc(-c3cccnc3)oc2c1,0,1
O=[N+]([O-])c1nn(-c2ccc3c(c2)OCCO3)n(O)c1=NC1CCCC1,-3,25
CCC(C)NS(=O)(=O)c1ccc(NS(=O)(=O)c2ccc(F)cc2)cc1 (stereo unspecified),-3,3
Cc1ccc2nc(CCc3nc4ccc(C)cc4o3)oc2c1,-2,8
COc1ccccc1NC(=O)CSc1nnc(C)n1CCc1ccccc1,5,2
COc1ccc(-c2noc(CN(C(=O)c3cccs3)C(C)C)n2)cc1,10,2
Cn1c(=N)n(CC(=O)C(C)(C)C)c2ccccc21,-1,-1
CCc1nc(SCC(=O)Nc2ccccc2C(=O)OC)n[nH]1,2,15
CCN1CCCC1Cn1cnc2c([nH]c3cccc(Cl)c32)c1=O (stereo unspecified),-6,7
COc1ccccc1-c1nnc(SCC(=O)N2CCOCC2)n1-c1ccccc1,3,13
COc1ccc(N2CCN(c3oc(Cc4cccc5ccccc45)nc3C#N)CC2)cc1,-7,7
O=c1[nH]c(CN2CCN(c3ccccc3Cl)CC2)nc2ccsc12,5,8
Cc1ccc(OCC(=O)N/N=C/c2ccc([N+](=O)[O-])o2)cc1,-1,u
Cc1cc(Br)ccc1NC(=O)CNC(=O)CN(C)Cc1nc2ccccc2c(=O)[nH]1,2,10
CCOC(=O)Cc1csc(NC(=O)C2CCCCC2C(=O)O)n1 (stereo unspecified),6,11
Nc1c(N(CCC2=CCCCC2)C(=O)COc2ccc(F)cc2)c(=O)[nH]c(=O)n1Cc1ccccc1,7,-127
O=CN1CCC(=O)N(Cc2ccccc2)c2ccccc21,0,109*
Cc1ccc(C)c2[nH]c(=O)c(C(c3nnnn3C3CCCC3)N3CCOCC3)cc12 (stereo unspecified),0,-11
O=C(Nc1ccc(N2CCOCC2)cc1N1CCOCC1)c1ccc([N+](=O)[O-])cc1,-1,19
Cc1ccccc1NC(=O)C(C)c1ccc(-c2ccccc2)c(F)c1 (stereo unspecified),3,-3
COC(=O)Nc1ccc2c(c1)N(C(=O)CCN1CCOCC1)c1ccccc1S2,2,6
CCOC(=O)C(C(=O)OCC)N(C#N)c1nc(C)cc(C)n1,-3,-26
O=S(=O)(NC1CCCCC1NS(=O)(=O)c1ccc(F)cc1)c1ccc(F)cc1 (stereo unspecified),-1,6
CCNC(=O)Cc1ccc(Br)cc1,-5,-1
CCOc1cccc(N(C(=O)Cc2cccs2)C(C(=O)NC2CCCCC2)c2cccn2C)c1 (stereo unspecified),5,8
